# Tn7 DDE FP – inhibitors of Tn7 peptide binding to human fibrin DD(E). P02675. FP displacement of FITC-Tn7 peptide from fibrin DD(E); 0% = median of compound wells per plate. inhibition, % at 8.3 µM. 370,000 tested, 0.13% active. AID 720508;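 active = inhibition above the mean of compounds falling within the control limits plus 3 SD of them, cut at about 14% in these data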;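 also: 0% = plate median of compound wells and 100% = 10 µM Aha-Tn7 peptide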
#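 Measure: % inhibition scaled between sample-field median and high-control FP; Test system: human fibrin DD(E); Quantity: 2 µM final DD(E) protein; Doses: one dose, 8.3 µM nominal; Schedule: compound with protein 10 min, then 3 h after probe, room temperature; Detection: fluorescence polarization; Medium: Tris buffer with calcium and detergent, pH 7.8.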
# PRMT1 inh – inhibitors of human PRMT1. recombinant PRMT1, activity-based probe fluorescence polarization. inhibition, % at 2.79 µM. 370,000 tested, 1.3% active;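 active = inhibition above about 21% made by adding two undisclosed values, limit read from the data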
# PG9 binder – PG9 antibody binding by small molecule; AID 624416; TR-FRET gp120-PG9 antibody binding; 360,000 tested, 0.43% active; inhibition, % at 6.7 µM; in the data active = inhibition above about 8.5%
# HTRA1 inh – HTRA1 (human) protease inhibition; recombinant HTRA1, FP-rhodamine activity-based probe, fluorescence polarization; inhibition, % at 5.96 µM; 340,000 tested, 0.5% active; AID 504803; in the data active = inhibition above about 36%;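 also: 0% = enzyme with DMSO and 100% = wells lacking enzyme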
# TCR CD3 inh – blocks the human TCR-CD3 interaction | inhibition, % at 9.4 µM | 360,000 tested, 0.37% active | TAMRA-labeled TCR probe fluorescence, biochemical | AID 651800; in the data active = inhibition above about 19%;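 also: recombinant mutant TCR 2C K166C tagged with TAMRA read by polarization; 0% = receptor in buffer alone and 100% = receptor with positive control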
# SIAE inh – blocks human sialic acid acetylesterase | Q9HAT2 | inhibition, % at 9.66 µM | SIAE FP-Rh probe binding, fluorescence polarization | 370,000 tested, 0.69% active;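 active = inhibition above a cutoff: mean of compounds within the control limits plus 3 SD of those, cut at about 17% in these data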;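 also: 0% = plate median of compound wells and 100% = probe without SIAE protein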
# UHRF1 binding – blocks human UHRF1 binding to methylated DNA; UHRF1 binding to methylated oligo, TR-FRET; inhibition, % at 4.4 µM; 370,000 tested, 0.75% active; in the data active = inhibition above about 21%;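 also: UHRF1 SRA domain binding a hemimethylated CpG hairpin DNA probe; 0% = median of test compound wells and 100% = reference inhibitor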
# Target sequence (Q96T88 whole entry, looked up, the tested form may be a part): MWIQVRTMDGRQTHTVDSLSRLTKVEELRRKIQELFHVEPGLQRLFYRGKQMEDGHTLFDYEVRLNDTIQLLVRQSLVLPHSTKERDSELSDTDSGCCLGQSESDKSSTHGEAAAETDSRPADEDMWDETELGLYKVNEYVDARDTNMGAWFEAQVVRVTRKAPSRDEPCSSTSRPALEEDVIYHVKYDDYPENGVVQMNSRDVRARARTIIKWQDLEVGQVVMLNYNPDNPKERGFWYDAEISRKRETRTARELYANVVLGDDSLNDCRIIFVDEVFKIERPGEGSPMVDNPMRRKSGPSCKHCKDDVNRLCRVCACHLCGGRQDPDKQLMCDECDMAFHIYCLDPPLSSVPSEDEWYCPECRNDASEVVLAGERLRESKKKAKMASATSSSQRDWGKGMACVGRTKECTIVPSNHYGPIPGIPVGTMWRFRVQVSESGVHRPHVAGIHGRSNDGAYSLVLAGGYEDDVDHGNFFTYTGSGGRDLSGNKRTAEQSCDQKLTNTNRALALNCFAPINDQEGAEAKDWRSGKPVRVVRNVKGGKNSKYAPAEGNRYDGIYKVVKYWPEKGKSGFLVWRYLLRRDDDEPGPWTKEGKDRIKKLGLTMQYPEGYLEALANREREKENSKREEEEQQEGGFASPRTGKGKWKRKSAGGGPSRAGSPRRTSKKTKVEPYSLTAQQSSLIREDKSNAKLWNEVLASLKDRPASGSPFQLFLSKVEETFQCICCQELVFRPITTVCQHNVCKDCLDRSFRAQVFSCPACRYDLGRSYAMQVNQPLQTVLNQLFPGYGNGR
# LEDGF integ inh – blocks HIV-1 LEDGF/p75-dependent DNA integration; TR-FRET IN-LEDGF/p75 DNA integration, Eu/Cy5; inhibition, % at 3.7 µM; 370,000 tested, 0.64% active; AID 743269;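 active = inhibition above the screen-wide mean plus 3 SD, cut at about 13% in these data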;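 also: signal is the Cy5 over europium emission ratio at 671 and 618 nm; 0% = plate median of compound wells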
# TDP2 absorb – blocks human TDP2 phosphodiesterase activity | AID 720702 | inhibition, % at 12.8 µM | recombinant TDP2, T5PNP hydrolysis, p-nitrophenol absorbance 415 nm | 370,000 tested, 0.34% active;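 active = inhibition above the mean of all tested compounds plus 3 SD, set per campaign, cut at about 25% in these data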;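 also: 0% = DMSO with enzyme and 100% = buffer with substrate but no TDP2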
#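 Test system: human TDP2 enzyme; Input: 120 nM TDP2 per well; Buffer or medium: Mg2+-containing Tris-HCl buffer, pH 7.5; Reagent: 5 mM T5PNP; Dosing: 12.8 µM single point, 1% DMSO; Incubation: reaction 2 h, 37 °C; Detection: p-Nitrophenol epi absorbance; Read-out: % inhibition relative to enzyme-containing and enzyme-free wells; Replicates: single well per compound.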
# mABHD4 FP – ABHD4 (mouse) inhibition, primary FP screen | Q8VD66 | purified mABHD4, FP-Rh probe fluorescence polarization | inhibition, % at 8.92 µM | 370,000 tested, 0.54% active | AID 720543;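 active = inhibition exceeding the mean over every tested compound plus 3 SD, cut at about 30% in these data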;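 also: 0% = plate median of compound wells and 100% = S159A mutant with DMSO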
# Target sequence (Q8VD66 whole entry, looked up): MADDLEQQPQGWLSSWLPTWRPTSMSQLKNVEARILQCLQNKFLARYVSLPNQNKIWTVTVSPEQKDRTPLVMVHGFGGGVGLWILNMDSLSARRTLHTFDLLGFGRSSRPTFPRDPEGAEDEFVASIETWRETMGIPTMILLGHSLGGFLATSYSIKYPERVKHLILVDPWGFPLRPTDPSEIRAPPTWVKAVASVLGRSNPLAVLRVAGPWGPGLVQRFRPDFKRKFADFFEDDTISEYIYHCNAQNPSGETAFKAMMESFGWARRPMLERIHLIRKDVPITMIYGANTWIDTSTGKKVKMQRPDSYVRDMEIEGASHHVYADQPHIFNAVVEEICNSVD
#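 system = mouse ABHD4 enzyme, wild type | medium = HEPES pH 7.0, NaCl, Pluronic buffer | also added = FP-Rh probe | incubation = Enzyme–compound pre-incubation 45 min, then probe 60 min, both 25 °C | technique = fluorescence polarization, excitation 525 nm, emission 598 nm, BODIPY TMR filters | controls = S159A mutant high control, sample median low control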
# * marks the source's active call; other numbers are inactive results; . = no result given.
SMILES	Tn7 DDE FP	PRMT1 inh	PG9 binder	HTRA1 inh	TCR CD3 inh	SIAE inh	UHRF1 binding	LEDGF integ inh	TDP2 absorb	mABHD4 FP
Cc1cc2c(c(=O)o1)C(CC(C)C)C(C#N)=C(N)O2 (centres undefined)	0	0	-0.8	-1	1	-4	1	5	-7	-3
O=C(NC1CC1)C(=O)c1c[nH]c2ccccc12	-3	0	-2.4	4	-2	1	1	-2	4	9
CCc1c(C)nc(N2CCN(c3ccc(F)cc3)CC2)[nH]c1=O	-2	-2	-1.0	11	5	-4	0	-1	-5	-2
CCN(C[C@H]1N[C@@](C)(C(=O)OC)[C@H]2C(=O)N(Cc3ccccc3)C(=O)[C@@H]12)S(=O)(=O)c1ccc(F)cc1	-11	1	5.0	-2	-4	-1	0	-4	-6	7
CCn1c(SCC(=O)N2CCCc3ccccc32)nc2c(c1=O)SC(C)C2 (centres undefined)	-2	4	-0.9	-1	-5	4	0	2	-3	4
O=C(NCCCN1CCOCC1)c1ccc(N2CCOCC2)c([N+](=O)[O-])c1	-3	-1	-2.0	3	-7	-5	-1	3	-7	3
Cc1cc(NCc2ccccc2)c2ccccc2n1	-2	6	-0.4	-5	-4	-2	1	-5	6	8
O=C(c1ccccc1SCc1ccc(F)cc1)N1CCOCC1	-8	-1	-2.3	-6	-5	-2	1	2	-2	-3
S=c1[nH]ncn1/N=C/c1ccccn1	-7	-1	0.6	6	3	17*	-1	0	6	-7
O=C(NCC(O)c1nc2ccccc2[nH]1)c1ccc(Br)cc1 (centres undefined)	-2	2	-0.7	.	5	-6	-1	-7	3	-3
Cc1[nH]c2ccccc2c1C(=O)CN1CCCCC1C (centres undefined)	0	-3	0.9	1	2	2	3	0	-1	-2
O=C(NC(c1ccc2c(c1)OCO2)c1ccccn1)C1CCN(CCOc2ccccc2)CC1 (centres undefined)	-6	-3	-1.8	.	-1	-4	2	0	-1	-2
O=C(CNC(=O)c1ccc(Cl)cc1)Nc1ccccc1C(F)(F)F	1	3	0.1	3	-8	4	5	-4	-10	0
COC(=O)[C@H](Cc1c[nH]c2ccccc12)NC(=O)NCc1ccc(OC)c(OC)c1	3	4	-0.1	-4	-8	2	0	-4	-15	-2
O=C(NNC(=S)Nc1ccccc1)c1ccc(O)cc1	5	4	0.5	3	-5	8	1	-4	-11	5
CN(C)c1nc2sc3c(c2c(=O)n1C)CC(C)(C)OC3	0	1	-0.7	1	7	-5	1	0	10	-6
COc1ccccc1CNC(=O)Cc1csc(NC(=O)Nc2ccccc2OC)n1	-12	-1	0.4	-26	5	15	0	2	-13	-5
O=C(COC(=O)c1cccnc1Cl)Nc1ccc2c(c1)OCO2	0	1	1.0	21	3	3	-2	3	15	-4
O=C(c1ccc(S(=O)(=O)N2CCOCC2)cc1)N(c1ccccn1)C1CCCCC1	-6	-1	-3.0	-4	4	-5	-1	2	-2	1
O=C(NCC1CCCO1)c1cccc2ccccc12 (centres undefined)	-2	-6	-0.8	-2	-4	-1	6	8	-8	-17

# Next section.
SMILES	Tn7 DDE FP	PRMT1 inh	PG9 binder	HTRA1 inh	TCR CD3 inh	SIAE inh	UHRF1 binding	LEDGF integ inh	TDP2 absorb	mABHD4 FP
O=C(COC(=O)C1CCN(S(=O)(=O)c2cccc3cccnc23)CC1)c1ccccc1	-6	-4	-3.3	-2	7	-8	-1	2	-11	-11
Cc1c(C2(O)CCCCC2)[nH]c2ccccc12	0	3	-0.1	.	5	0	1	1	1	4
COCCN1C(=O)CSCC1(C)C(=O)Nc1ccc2c(c1)OCCO2 (centres undefined)	-2	0	-0.5	.	7	-5	-1	4	-2	1
COc1ccc(OC)c(Cc2nnc(CCC(=O)NC3CCCC3)o2)c1	4	0	1.3	6	6	5	-1	-2	-1	16
CC(C)[C@H](NC(=O)c1ccccc1F)C(=O)Nc1ccc(F)c(F)c1	1	1	-1.2	-2	0	-1	1	-1	7	0
Cc1ccc2[nH]c(=O)c(CC(=O)O)c(-c3ccccc3)c2c1	-2	1	-1.9	7	6	-4	-1	-5	-7	6
O=C(COC(=O)[C@@H]1CCCN1S(=O)(=O)c1ccc(Cl)cc1)NC1CCS(=O)(=O)C1 (some centres undefined)	-5	-1	-1.4	-1	5	1	-4	3	-11	4
COc1ccccc1CNC(=O)C(C)NS(=O)(=O)c1ccccc1 (centres undefined)	-2	5	0.9	-1	3	2	0	1	7	5
O=S(Cc1ccc(Cl)cc1)CC(O)COCc1ccc(Cl)cc1 (centres undefined)	0	3	0.6	-3	-2	-4	0	-8	-14	4
O=C(COC(=O)CNC(=O)c1ccco1)Nc1ccccc1OC(F)F	0	2	2.5	5	-8	-5	2	-4	-3	-1
c1ccc(-c2noc(CN3CCc4sccc4C3)n2)cc1	-8	-2	0.8	-7	-3	-1	-2	-3	10	0
COc1cc(S(=O)(=O)n2ccc(C)n2)c(OC)cc1Cl	-2	0	1.2	-2	0	7	1	1	-6	-1
CCN(CC)CCN1C(=O)C(=O)/C(=C(/O)c2c(C)[nH]c(C(=O)OC)c2C)C1c1ccc(C)o1 (centres undefined)	-1	-8	1.1	0	9	-3	-4	1	2	6
O=C(CCCc1nc(-c2ccccc2Cl)no1)NC1CCCC1	2	10	1.3	-2	0	1	3	-1	-13	-15
COc1ccc(N(CC(=O)N/N=C/c2ccc(C(=O)O)cc2)S(=O)(=O)c2ccc(NC(C)=O)cc2)cc1	-3	0	-1.8	-3	-3	-3	3	5	-3	-15
O=C(CSc1nnc(-c2ccccc2)c(-c2ccccc2)n1)NCc1ccco1	0	3	-0.4	-2	4	0	1	0	9	3
O=C(c1c[nH]c(=O)n(-c2ccccc2)c1=O)N1CCc2ccccc21	9	-2	-0.2	14	5	-5	-1	0	2	1
O=C(NCc1cccc(C(F)(F)F)c1)c1ccc(=O)[nH]c1	0	7	-1.5	-3	-1	4	0	-6	-5	2
O=C(C1CCN(S(=O)(=O)c2ccc3[nH]c(=O)oc3c2)CC1)N1CCCC1	-5	-4	.	.	.	4	8	4	6	4
O=C(NCCCCCCNC(=O)c1ccccc1O)c1ccccc1O	3	1	0.8	-21	-10	0	1	3	2	-14

# Rewritten with the structure last: part of the list above.
Tn7 DDE FP	PRMT1 inh	PG9 binder	HTRA1 inh	TCR CD3 inh	SIAE inh	UHRF1 binding	LEDGF integ inh	TDP2 absorb	mABHD4 FP	molecule
0	3	0.6	-3	-2	-4	0	-8	-14	4	O=S(Cc1ccc(Cl)cc1)CC(O)COCc1ccc(Cl)cc1 (centres undefined)
0	2	2.5	5	-8	-5	2	-4	-3	-1	O=C(COC(=O)CNC(=O)c1ccco1)Nc1ccccc1OC(F)F

# (cont.)
SMILES	Tn7 DDE FP	PRMT1 inh	PG9 binder	HTRA1 inh	TCR CD3 inh	SIAE inh	UHRF1 binding	LEDGF integ inh	TDP2 absorb	mABHD4 FP
CC(=O)Nc1ccc(NCN2C(=O)C3C4CCC(C4)C3C2=O)cc1 (centres undefined)	3	0	-4.5	-4	10	11	29*	12	32*	6
O=C(CC1C(=O)N(c2ccc(F)cc2)C(=O)N1Cc1ccccn1)Nc1ccccc1 (centres undefined)	7	-2	0.6	-1	2	-4	-4	-3	-8	-2
COc1ccc(NC(=O)c2oc3ccccc3c2NC(=O)C2CC2)cc1	-5	4	12*	-13	-8	-6	0	1	1	-5
COc1ccc(/C(N)=N/OC(=O)CN(C)S(=O)(=O)c2ccccc2)cc1	-4	-3	-2.1	.	-1	5	-3	-1	5	0
O=C(c1cc(O)c(O)c([N+](=O)[O-])c1)c1ccccc1F	6	35*	-0.8	48*	-2	14	-2	-12	-12	37*
O=C(Cc1ccccc1)NCCSCc1ccco1	10	6	0.8	4	-4	-3	4	2	-1	6
COc1ccc(Cc2c(-c3ccc(F)cc3)nc3ccc(Br)cn23)c(C)c1	-2	2	3.6	.	1	5	6	-3	-2	6
Cc1nc(N[C@@H](Cc2ccccc2)C(=O)O)c2oc3ccccc3c2n1	3	-1	0.1	2	5	0	-1	1	-9	-1
COc1ccc(-c2nnc(SCC(=O)Nc3ccc4cn[nH]c4c3)n2Cc2ccco2)cc1	2	3	.	.	.	-1	1	2	-1	-8
O=C(NCc1ccco1)C1(c2ccc(Br)cc2)CCCC1	-2	-2	-0.7	-5	3	0	0	-1	-3	-10
Cc1cnc(C(=O)Nc2ccc(N3CCCCC3)cc2)cn1	11	2	0.1	-31	1	2	-2	-1	5	0
CCC1=NN(C(=O)Cc2ccccc2)C(O)(c2ccncc2)C1 (centres undefined)	3	-1	-1.1	3	1	3	3	3	5	-1
COc1cc(/C=N/OCC(=O)NC2CCCCC2C)ccc1OCc1ccc(Cl)cc1 (centres undefined)	-5	1	-0.4	-5	-5	-11	1	1	4	-3
Nc1ccc(C(=O)c2ccccc2C(=O)O)cc1Cl	0	1	-2.1	-2	5	15	0	-3	-1	3
COc1ccc([N+](=O)[O-])cc1NS(=O)(=O)c1cccc(C(=O)OC2CCOC2=O)c1 (centres undefined)	-1	-1	0.1	-6	4	5	0	-1	-8	14
Cc1n[nH]c(C)c1S(=O)(=O)N1CCc2ccccc21	-3	-2	0.5	3	0	4	-3	0	-7	1
CCc1nnc2sc(-c3ccc(NC(=O)c4ccc5c(c4)OCCO5)cc3)nn12	0	0	0.8	-17	-3	0	1	3	1	5
NNC(=O)c1ccc2[nH]c3c(c2c1)CCCC3	-23	-3	-0.4	-24	3	15	-2	4	0	12
Cc1nc2ccccc2c2oc(C(=O)N3CCN(c4ccc([N+](=O)[O-])cc4)CC3)cc12	6	1	0.6	-7	8	-3	-1	0	-13	1
O=C(O)c1[nH]c2ccccc2c1CC(=O)N1CCN(c2ccccc2)CC1	0	-5	-4.9	3	0	7	-2	-1	4	2

# Further structures follow:
SMILES	Tn7 DDE FP	PRMT1 inh	PG9 binder	HTRA1 inh	TCR CD3 inh	SIAE inh	UHRF1 binding	LEDGF integ inh	TDP2 absorb	mABHD4 FP
CC(C)(C)c1ccc(C(=O)Nc2ccc(Oc3cccnc3)nc2)cc1	0	6	1.9	.	0	-2	4	2	-16	-11
COc1ccc(N2C(=O)c3ccccc3NC(=O)C2C(=O)NCCc2ccccc2F)cc1 (centres undefined)	2	-5	-1.3	.	-2	1	1	0	5	6
O=C1NC[C@H](CCCCN2C[C@H](Cc3ccccc3)N(CCc3ccc(O)cc3)C(=O)C2=O)N(CCc2ccc(O)cc2)C1=O	2	2	2.3	.	3	6	4	-3	6	3
CCc1ccc(/C=C2/SC(=S)N(CCC(=O)NCCCN3CCOCC3)C2=O)cc1	0	4	0.0	-6	1	-1	-8	-3	-3	-34
COc1cccc(/C=N/NC(=O)CNC(=O)c2ccc(S(=O)(=O)N3CCOCC3)cc2)c1OC	3	0	-5.2	4	-6	-5	5	0	3	4
CCCCN(C)CCNC(=O)CCNC(=O)Cn1ccc2ccccc2c1=O	-4	3	-1.1	4	1	-4	1	1	5	4

# Screens: PubChem, The Scripps Research Institute Molecular Screening Center
